Bioassay records deposited in PubChem BioAssay by National Center for Advancing Translational Sciences (NCATS).
Tau ThT inhib: inhibitors of human tau fibril formation, thioflavin T binding. 270,000 tested, 2.1% active. recombinant tau K18 P301L, heparin-induced fibrillization, ThT fluorescence. Potency, µM (top dose mostly 57.4 µM), for inactives: top-dose activity, negative = inhibition, hits mostly inhibitors. AID 1460. P10636; also: % is scaled to controls: 0 for no effect and ±100 for the full control effect; nearly all actives have a fitted effect of over 55% in size
Target sequence (P10636 561-689 P618L limits assumed): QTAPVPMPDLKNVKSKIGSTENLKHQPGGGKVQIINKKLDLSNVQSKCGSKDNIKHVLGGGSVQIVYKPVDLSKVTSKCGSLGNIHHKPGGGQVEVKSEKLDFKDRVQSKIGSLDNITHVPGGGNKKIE
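Tau K18 P301L fragment (15 uM unlabeled plus 0.24 uM Alexa 594-labeled) in 100 mM sodium acetate pH 7 with compound, fibrillization induced by 20 uM heparin for 6 hr at 37 C. Thioflavin T (30 uM) added, fluorescence read after 1 hr (ex 450, em 510 nm).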
GAA glycogen mod: inhibitors or activators of human alpha-glucosidase glycogen cleavage. AID 2100. recombinant GAA, glycogen substrate, Amplex Red glucose oxidase fluorescence. P10253. Potency, µM (highest dose often 76.4 µM), for inactives: top-dose activity change, negative = inhibition, actives largely listed as inhibitors. 300,000 tested, 0.38% active;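 also: 0% = full enzyme reaction and -100% = no-enzyme basal signal; the screen sought inhibitors and activators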
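Recombinant human alpha-glucosidase (4 nM final) hydrolysed bovine liver glycogen (30 ug) for 40 min at 37 C in pH 5.0 citrate/phosphate with 0.01% Tween-20. Released glucose detected by glucose oxidase/Amplex Red, Ex 573/Em 610 nm. Compounds up to 77 uM; AC50 from Hill fits.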
HTT ATP protect: cytoprotection in Huntington HTT-Q103 PC12 cell model | PC12 HTT-Q103 induced, cytoprotection, ATP luminescence, 40 h | Potency, µM (highest dose often 56.4 µM), for the others: cytoprotection (ATP increase), most hits filed as activators | AID 1471 | 230,000 tested, 0.14% active;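 also: % of control where 0% means no effect; nearly all actives have a fitted effect of over 45% in size; toxic huntingtin expression switched on by the ecdysone agonist tebufenozide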
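Cells were plated at 1500 per well in phenol red-free DMEM with 5% equine and 5% calf serum. Tebufenozide (100 nM final) and compounds were added, then ATPlite reagent, and luminescence was read.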
Tau fluor counter: counter-screen for tau fibril formation inhibitors; tau K18 P301L (four-repeat tau fragment) Alexa594 fluorescence, heparin fibrillization; Potency, µM (top dose mostly 57.7 µM), for the others: at the highest dose activity change, negative = decrease; 280,000 tested, 0.93% active; AID 1463; also: % is scaled to controls: 0 for no effect and ±100 for the full control effect; nearly all actives have a fitted effect of over 55% in size
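Human K18 P301L tau (15 uM unlabeled plus 0.24 uM Alexa 594-labeled, final) in 100 mM sodium acetate pH 7 was mixed with compound and 20 uM heparin and incubated 6 hr at 37 C.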
Tau FP inhib: blocks human tau fibril formation measured by polarization | P10636 | K18 P301L tau heparin fibrillization, Alexa594 FP, 6 h | Potency, µM (doses to about 57.7 µM), without a hit: top-dose activity, negative = inhibition, actives largely listed as inhibitors | 280,000 tested, 0.39% active; also: % is scaled to controls: 0 for no effect and ±100 for the full control effect; nearly all actives have a fitted effect of over 55% in size
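FP of Alexa 594-tau after heparin (20 uM) induction. Substrate: human K18 P301L, 15 uM unlabeled, 0.24 uM labeled. Buffer 100 mM sodium acetate pH 7. 6 hr, 37 C.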
GAA inhib: inhibitors of human lysosomal alpha-glucosidase; purified human GAA, 4-MU-alpha-glucoside fluorescence; Potency, µM (top dose mostly 76.9 µM), for the others: at the top dose activity change, negative = inhibition, actives largely listed as inhibitors; 200,000 tested, 0.005% active;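 also: plate controls were uninhibited enzyme wells for no effect and no-enzyme background for full effect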
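qHTS format, compound range up to 77 uM. Human lysosomal enzyme at 4 nM, 400 uM 4-MU glucoside substrate, pH 5.0, 20 min room temperature; fluorescence after alkaline stop gives activity normalized to controls.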
aGal spleen mod: alpha-galactosidase A (human) modulation | Potency, µM (titrated, usually from 80 µM), without a hit: at the top dose activity change, negative = inhibition, usual class: inhibitors | P06280 | 240,000 tested, 0.008% active | human spleen homogenate, 4MU-alpha-Gal fluorescence, 40 min;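 also: 0% = enzyme with vehicle and -100% = no enzyme basal signal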
Target sequence (P06280 32-429 limits assumed): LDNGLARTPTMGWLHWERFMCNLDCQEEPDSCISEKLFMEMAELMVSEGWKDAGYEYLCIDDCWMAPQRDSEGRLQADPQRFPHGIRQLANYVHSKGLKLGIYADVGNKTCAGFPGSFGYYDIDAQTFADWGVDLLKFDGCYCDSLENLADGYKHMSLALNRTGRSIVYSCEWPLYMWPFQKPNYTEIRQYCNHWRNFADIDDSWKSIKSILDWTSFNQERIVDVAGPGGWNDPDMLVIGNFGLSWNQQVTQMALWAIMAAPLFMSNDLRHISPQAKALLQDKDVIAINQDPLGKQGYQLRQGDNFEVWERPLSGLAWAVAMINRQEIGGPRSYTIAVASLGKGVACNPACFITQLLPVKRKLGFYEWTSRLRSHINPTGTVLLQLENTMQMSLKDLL
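Human spleen homogenate (1 ug) as enzyme source, 4-methylumbelliferyl-alpha-D-galactopyranoside 1 mM final, citrate/phosphate pH 5.0 with 0.01% Tween-20. Compounds 40 min at 37C, NaOH/glycine stop; fluorescence Ex 365/Em 440, Hill-fit AC50.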
GAA spleen mod: inhibitors or activators of human alpha-glucosidase in spleen homogenate. P10253. Potency, µM (doses to about 79.9 µM), inactives show top-dose activity change, negative = inhibition, hits mostly inhibitors. human spleen homogenate, 4-MU-alpha-glucoside fluorescence. 240,000 tested, 0.006% active;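 also: 0% = enzyme with vehicle and -100% = no enzyme basal signal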
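Human spleen homogenate (1 ug) incubated with compounds and 1 mM 4-methylumbelliferyl-alpha-D-glucopyranoside in pH 5.0 citrate/phosphate buffer, 37 C, 40 min. Stopped at pH 10; 4-MU fluorescence (Ex 365/Em 440 nm); AC50 by Hill fit.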
* marks the source's active call; other numbers are inactive results; ? = inconclusive; . = no result given; [ ] = dose if it differs, or a comment. Calls follow the shape of the dose curve; as a rule, active = well fitted curve in the direction sought with a large enough effect; inconclusive = small, poorly fitted or top-dose-only effect, or another doubt; inactive = no such curve, though single readings can be large; an effect the other way counts as inactive or inconclusive. Potency is read from the fitted curve at half-maximal effect.

structure	Tau ThT inhib	GAA glycogen mod	HTT ATP protect	Tau fluor counter	Tau FP inhib	GAA inhib	aGal spleen mod	GAA spleen mod
CCN(CC)S(=O)(=O)c1ccc(C(=O)N2CCN=C2SC)cc1	-1%	-3%	21%[10 µM]	-2%	7%	-4%	5%	2%
CC(C)(C)S(=O)(=O)/C(C#N)=N/Nc1ccc(C#N)cc1	-17%	6%	-98%[inhibitor]	-9%	-7%	-21%	1%	-7%
Cc1cccc(N2CCCn3c2nc2c3c(=O)n(CCN3CCOCC3)c(=O)n2C)c1	-13%	11%	0%	-16%	3%	-1%	-3%	-4%
CCOc1ccccc1OC(=O)c1ccco1	-1%	7%	-6%	0%	1%	5%	-7%	-4%
CC(C)CN1C2CCCC1CC(NC(=S)NCc1ccco1)C2 (stereo unspecified)	-8%	6%	-7%	-10%	-1%	-7%	1%	-11%
CCNC(=S)Nc1cc(OCC)c(N2CCOCC2)cc1OCC	-6%	-1%	.	-7%	-3%	11%	4%	4%
CCC1CCc2c([nH]c3ccccc3c2=O)O1 (stereo unspecified)	0%	-4%	14%[10 µM]	4%	5%	-7%	9%	2%
CC(C)Cc1cc(C(=O)N2N=C(C(F)F)CC2(O)C(F)F)c2ccccc2n1 (stereo unspecified)	-4%	-10%	10%[10 µM]	-7%	0%	0%	-2%	-5%
Cc1nc(NCc2ccccc2)c2nc(-c3ccccc3)n(CCN3CCOCC3)c2n1	-14%	.	-77%[inhibitor]	-9%	6%	.	-4%	7%
CCOC(=O)C1CCN(C(=O)Cc2c(C(=O)O)[nH]c3ccccc23)CC1	-11%	-9%	4%	-6%	0%	-4%	5%	-5%
CC(C)N1C(=O)/C(=C/c2nc3ccccc3c(=O)n2-c2ccccc2)c2ccccc21	?	1%	4%[10 µM]	-10%	1%	-12%	0%	-2%
O=C(NCCCCc1ccccc1)c1ccc(Br)o1	1%	-3%	-13%[10 µM]	1%	3%	-4%	?	9%
Fc1cccc(C[n+]2csc3ccccc32)c1	25µM*	-3%	3%	-23%	?	3%	5%	2%
COc1cc(NC(=S)NCCC(c2ccccc2)c2ccccc2)c(OC)cc1Cl	6%	-6%	-15%[10 µM]	-3%	1%	7%	-2%	-5%
Cc1ccc(-c2cc(C(=O)NCc3cccnc3)no2)cc1	-1%	3%	-21%[10 µM]	1%	6%	3%	2%	1%
COc1ccc(NC(=O)COc2nsnc2N2CCOCC2)cc1	-5%	14%	-4%[10 µM]	-4%	-3%	8%	-4%	-2%
O=C(Nc1ccc(Cl)cn1)c1ccc2c(c1)OCCO2	-10%	9%	-28%[10 µM]	2%	1%	-22%	0%	-3%
Cc1ccc(S(=O)(=O)N/N=C/c2cnn(C)c2C)cc1	-4%	-9%	4%	-1%	-2%	-1%	2%	-3%
CC1=Nn2c(nnc2-c2ccco2)SC1	19%	2%	4%	10%	0%	-3%	-2%	0%
CC(=O)OC[C@H]1COc2ccc3ccccc3c2[C@H]1N(C)C(C)=O	-2%	0%	1%[10 µM]	-3%	-10%	7%	1%	0%
O=C(Cn1cnc(Cl)c1Cl)c1ccc(F)cc1	-3%	-10%	2%	-3%	7%	-10%	-7%	.
COc1ccc(CC(=O)Nc2cccc(-c3csc(C)n3)c2)cc1	-9%	1%	-31%	-27%	-7%	2%	-5%	-7%
CCCC(=O)Nc1ccc(Cl)c(NC(=S)NC(=O)c2ccco2)c1	-8%	13%	29%[10 µM]	-10%	-7%	-2%	-1%	-7%
CCOc1ccc(NCc2nnc(SCC(=O)Nc3cc(C)on3)n2-c2ccc(OC)cc2)cc1	-6%	-19%	-4%	-5%	8%	-1%	-6%	-5%
CCN(CC)CCNc1ccnc2cc(Cl)ccc12	-4%	-15%	-45%[10 µM]	-3%	-8%	1%	-3%	-7%
CCN(C(=O)c1ccc(Cl)cc1[N+](=O)[O-])c1ccccc1C	-9%	12%	-14%[10 µM]	-17%	5%	-2%	-3%	-9%
Cc1oc2ccc(O)c(CN(C)C)c2c1C(=O)c1ccccc1	-14%	-13%	5%[10 µM]	6%[2.34 µM]	-11%[2.34 µM]	?	-1%	5%
COc1ccc(-n2c3c(cc(-c4nc(-c5ccc(C)cc5)cs4)c2=O)C(=O)CC(C)(C)C3)cc1	-7%	3%[76.3 µM]	.	-11%	?	.	.	.
CCCCN(CC)Cc1ccc(CNC(=S)Nc2c(C)cc(C)cc2C)o1	-7%	-7%	-31%[inhibitor]	-7%	-8%	?	-1%	-7%
Cc1ccccc1OCC(=O)Nc1ccc(S(=O)(=O)Nc2ncccn2)cc1	-7%	0%[76.3 µM]	.	0%	-6%	.	.	.

Fetched by compound from the entries so far (four):
structure	Tau ThT inhib	GAA glycogen mod	HTT ATP protect	Tau fluor counter	Tau FP inhib	GAA inhib	aGal spleen mod	GAA spleen mod
Cc1ccc(-c2cc(C(=O)NCc3cccnc3)no2)cc1	-1%	3%	-21%[10 µM]	1%	6%	3%	2%	1%
CCNC(=S)Nc1cc(OCC)c(N2CCOCC2)cc1OCC	-6%	-1%	.	-7%	-3%	11%	4%	4%
CCCC(=O)Nc1ccc(Cl)c(NC(=S)NC(=O)c2ccco2)c1	-8%	13%	29%[10 µM]	-10%	-7%	-2%	-1%	-7%
CCOc1ccc(NCc2nnc(SCC(=O)Nc3cc(C)on3)n2-c2ccc(OC)cc2)cc1	-6%	-19%	-4%	-5%	8%	-1%	-6%	-5%

Continued:
structure	Tau ThT inhib	GAA glycogen mod	HTT ATP protect	Tau fluor counter	Tau FP inhib	GAA inhib	aGal spleen mod	GAA spleen mod
CC(=O)NCCN1C(=O)C2C3c4ccccc4C(c4ccccc43)C2C1=O (stereo unspecified)	-5%	-15%	-2%	-10%	0%	-8%	1%	-5%
Cc1ncc(CO)c2c1OC(C)(C)OC2	-1%	8%	10%[10 µM]	4%	5%	3%	-5%	-2%
CCOC(=O)NC1(C(F)(F)F)C(=O)NC(C)=C1C(=O)OC (stereo unspecified)	-3%	12%	2%[0.074 µM]	-4%	15%	0%	1%	2%
CN(NC(=O)NN)c1ncc(C(F)(F)F)cc1Cl	5%	?	-1%	0%	-2%	2%	9%	-7%
O=C(C1CCCN(Cc2ccccc2F)C1)N1CCc2ccccc2C1 (stereo unspecified)	-13%	4%	-6%[10 µM]	-6%	-1%	.	-6%	5%
CCC(=O)N1CC2(c3ccccc3)CN(C(=O)CC)CC(c3ccccc3)(C1)C2=O	3%	21%	-6%	4%	-4%	-12%	-1%	2%
Cn1cccc/c1=N\c1cccc[n+]1C	-3%	0%	28%[10 µM]	1%	5%	.	-7%	-6%
CC(C)(C)C1CCc2c(sc(NC(=O)c3cccs3)c2C(N)=O)C1 (stereo unspecified)	7%	12%	-2%[1.9 µM]	4%	-1%	-6%	-4%	-7%
CCOc1ccc(NS(=O)(=O)c2ccc3c(c2)N(C(C)=O)CC3)cc1	5%	15%	23%[10 µM]	1%	7%	4%	-5%	-17%
CC(=O)N/C(=C/c1ccc([N+](=O)[O-])cc1)C(=O)O	-2%	10%	25%[10 µM]	11%	-5%	.	-10%	-6%
O=C(COc1ccc([N+](=O)[O-])cc1)NNC(=O)c1cccs1	-12%	-6%	-18%	4%	-1%	-21%	5%	-2%
CC(=O)Nc1ccc(S(=O)(=O)NCc2cccnc2)cc1	0%	-1%	19%[10 µM]	-6%	?	-2%	1%	-3%
COc1ccc(CN2C(=O)Cc3c2nc(N)c2c(N)nc(N4CCOCC4)c(C#N)c32)cc1	?	6%	16%[10 µM]	-28%	0%	.	-1%	-8%
CC(NC(=S)Nc1ccccc1)C(c1cccs1)N1CCOCC1 (stereo unspecified)	.	-6%	1%[10 µM]	-13%	-1%	.	6%	-1%

A draw from above in order of molecular weight, rising.
structure	Tau ThT inhib	GAA glycogen mod	HTT ATP protect	Tau fluor counter	Tau FP inhib	GAA inhib	aGal spleen mod	GAA spleen mod
CCC1CCc2c([nH]c3ccccc3c2=O)O1 (stereo unspecified)	0%	-4%	14%[10 µM]	4%	5%	-7%	9%	2%
CC(=O)NCCN1C(=O)C2C3c4ccccc4C(c4ccccc43)C2C1=O (stereo unspecified)	-5%	-15%	-2%	-10%	0%	-8%	1%	-5%
CC(C)(C)C1CCc2c(sc(NC(=O)c3cccs3)c2C(N)=O)C1 (stereo unspecified)	7%	12%	-2%[1.9 µM]	4%	-1%	-6%	-4%	-7%
CC(C)N1C(=O)/C(=C/c2nc3ccccc3c(=O)n2-c2ccccc2)c2ccccc21	?	1%	4%[10 µM]	-10%	1%	-12%	0%	-2%
